Assay outcomes from PubChem BioAssay.
SSB-PriA inh: inhibitors of Klebsiella pneumoniae PriA binding to SSB C-terminal tail | AlphaScreen SSBct-PriA binding, biotinylated peptide | inhibition, % at 33 µM | 430,000 tested, 0.6% active | AID 1272365; in the data active = inhibition mostly above about 37%, no sharp cut-off; inactive = mostly below about 20%;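 also: plate controls were negative control peptide for no effect and reference peptide for full effect; strong numbers were not always called active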
PfHsp40 rescue: rescue of PfHsp40-mediated yeast toxicity; S. cerevisiae expressing PfHsp40, growth rescue, ATP luminescence; growth rescue, % at 12.5 µM; 340,000 tested, 0.68% active; in the data active = growth rescue above about 28%, passing the limit was not always enough; inconclusive = no clear call, values can overlap the other calls;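 also: yeast W303a lacking pdr1 and pdr3 grown in galactose medium; growth measured after three days at 30 °C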
3CLpro inhibitor: SARS-CoV 3CLpro protease inhibition; 290,000 tested, 0.14% active; AID 1706; inhibition, % at 6 µM; recombinant SARS-CoV 3CLpro, quenched FRET peptide cleavage; in the data active = inhibition above about 12%
TcdB GH inh: blocks C. difficile toxin B glycohydrolase activity; TcdB glycohydrolase enzymatic assay, plate reader; inhibition, % at 9.99 µM; 350,000 tested, 0.24% active; AID 652162; in the data active = inhibition above about 10%
Anthrax LF prot: blocks Bacillus anthracis lethal factor protease; AID 588501; P15917; multiplex microsphere protease cleavage assay, LF; 360,000 tested, 0.12% active; inhibition, % at 10 µM; also: plate controls were buffer without enzyme for full effect and enzyme alone for no effect
Target sequence (P15917 whole entry, looked up): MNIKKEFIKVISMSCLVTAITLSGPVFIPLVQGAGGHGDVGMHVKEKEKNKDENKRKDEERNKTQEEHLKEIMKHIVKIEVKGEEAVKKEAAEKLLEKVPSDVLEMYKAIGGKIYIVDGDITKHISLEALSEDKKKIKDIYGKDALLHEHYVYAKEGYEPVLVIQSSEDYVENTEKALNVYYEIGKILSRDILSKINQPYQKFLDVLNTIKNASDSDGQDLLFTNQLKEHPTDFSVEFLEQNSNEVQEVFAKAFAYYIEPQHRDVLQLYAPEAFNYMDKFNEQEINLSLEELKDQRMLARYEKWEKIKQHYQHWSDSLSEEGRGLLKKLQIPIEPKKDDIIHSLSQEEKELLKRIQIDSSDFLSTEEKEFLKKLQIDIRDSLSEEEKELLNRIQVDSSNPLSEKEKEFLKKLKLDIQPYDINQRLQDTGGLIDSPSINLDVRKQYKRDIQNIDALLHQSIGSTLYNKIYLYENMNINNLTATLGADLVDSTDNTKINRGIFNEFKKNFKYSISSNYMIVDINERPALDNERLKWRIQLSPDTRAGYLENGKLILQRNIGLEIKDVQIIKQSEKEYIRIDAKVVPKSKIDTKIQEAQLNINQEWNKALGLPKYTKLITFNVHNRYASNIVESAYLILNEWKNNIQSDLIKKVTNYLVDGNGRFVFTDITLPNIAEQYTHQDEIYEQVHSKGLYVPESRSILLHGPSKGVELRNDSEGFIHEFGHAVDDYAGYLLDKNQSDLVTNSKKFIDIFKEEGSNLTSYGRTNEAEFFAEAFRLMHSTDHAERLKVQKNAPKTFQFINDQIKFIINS
PrPC surface inh: reduces human prion protein on the cell surface | cell surface PrPC, TR-FRET read-out | inhibition, % at 13.8 µM | 370,000 tested, 0.43% active | AID 720596; in the data active = inhibition above about 24%; also: 0% = median of the test wells and 100% = reference compound wells
BoNT A protease: inhibitors of Botulinum neurotoxin A light chain protease. multiplex microsphere protease substrate cleavage, flow cytometry. inhibition, % at 10 µM. 360,000 tested, 0.17% active. AID 588499; also: plate controls were buffer without enzyme for full effect and enzyme alone for no effect
BH1578 lux ind: quorum light induction in luxS cqsA deficient V. cholerae; V. cholerae BH1578 lux reporter, luminescence, 6 h; activation, % at 18.7 µM; 350,000 tested, 0.16% active; AID 588436; in the data active = activation mostly above about 9.7%, no sharp cut-off; inconclusive = no clear call, values can overlap the other calls; inactive = mostly below about 3.7%; also: not every result past the cut was called active; inactives centre near 0; reference of the scale not given here
Yp Topo-I inh: blocks Yersinia pestis topoisomerase I activity | AID 504884 | 360,000 tested, 0.064% active | Y. pestis Topo-I cleavage product accumulation, plate reader | activity, % at 10 µM; in the data active = activity above about 50%, passing the limit was not always enough; inconclusive = no clear call, values can overlap the other calls; also: inactives centre near 2
* marks the source's active call; other numbers are inactive results; i = inactive; ? = inconclusive; nt = not tested or not shown; & = joins results of further samples. Rule as the data show it, unless noted: active = inhibition above about 30%; inconclusive = no clear call, values can overlap the other calls; inactive = below that. The list is partial; count on the stated rates, not on these rows.

entry	mol	3CLpro inhibitor	BoNT A protease	TcdB GH inh	Yp Topo-I inh	PrPC surface inh	PfHsp40 rescue	Anthrax LF prot	SSB-PriA inh	BH1578 lux ind
1	O=C(COC(=O)c1ccc2ncsc2c1)Nc1ccc(OC(F)(F)F)cc1	nt	-0.9	0.5	4	-3	2.2	-7	-1	i
2	COc1ccc(/C=N\NC(=O)c2ccccc2Br)cc1COc1ccccc1	3	3.4	1.3	7	3	0.7	-3	nt	-0.3
3	COC(=O)c1cccc(NC(=O)Cc2ccsc2)c1	-3	-3.1	-0.2	-5	4	-2.5	6	-14	0.6
4	CCOc1ccc(N(CC(=O)Nc2c(C)cc(C)cc2C)C2=NC3CS(=O)(=O)CC3S2)cc1 (stereo unspecified)	nt	-0.7	0.6	15	-12	nt	-10	nt	-0.2
5	CC(NCC(=O)NC(=O)NC1CCCC1)c1ccc(Cl)cc1Cl (stereo unspecified)	nt	1.1	0.1	33	0	-0.4	-3	-11	i
6	CN(C(=O)c1ccc(NC(=O)Cc2cccc(NC(=O)C3CCCN(S(=O)(=O)c4cccc([N+](=O)[O-])c4)C3)c2)cc1)C1CC1 (stereo unspecified)	nt	0.2	1.9	17	-6	0.4	0	-6	i
7	CCCCCc1ccc(C(=O)CCC(=O)OCC(=O)N(CC)c2c(N)n(Cc3ccccc3)c(=O)[nH]c2=O)cc1	nt	nt	1.1	6	6	1.2	nt	-6	-0.4
8	CCOC(=O)COc1ccc(S(=O)(=O)NCc2ccco2)cc1	4	-0.1	nt	13	-3	-0.4	-5	-2	-0.6

(continued)
entry	mol	3CLpro inhibitor	BoNT A protease	TcdB GH inh	Yp Topo-I inh	PrPC surface inh	PfHsp40 rescue	Anthrax LF prot	SSB-PriA inh	BH1578 lux ind
9	CC(NC(=O)OCc1ccccc1)C(=O)NCC(=O)NC(Cc1ccc(OC(C)(C)C)cc1)C(=O)OC(C)(C)C (stereo unspecified)	5	-0.8	nt	9	-6	1.4	2	8	i
10	CC1C(=O)N(Cc2cn(Cc3ccco3)nn2)CCS(=O)(=O)N1Cc1ccc(-c2ccc(Cl)cc2)cc1 (stereo unspecified)	nt	0.0	1.2	3	-9	nt	-5	nt	-0.3
11	Cc1ccc(F)cc1NCC(=O)Nc1ccc(Cl)cc1F	3	-0.3	nt	-6	0	1.2	0	-26	0.7
12	COc1ccc(N2C(=O)CC(N3CCC(c4nc5ccccc5[nH]4)CC3)C2=O)cc1 (stereo unspecified)	4	?	nt	4	-2	0.6	-2	-15	-0.2
13	Cc1ccc(C(=O)Nc2ccc(S(=O)(=O)N3CCN(C)CC3)cc2)o1	-6	-0.1	0.8	-1	nt	-0.3	0	-5	-0.1
14	CCOC(=O)c1ccc(NC(=O)CCNS(=O)(=O)c2cccs2)cc1	2	-4.4	1.4	0	2	-0.3	0	7	i
15	CCOC1=C2[C@@H](CN(S(=O)(=O)c3ccc(C)cc3)[C@H]2c2ccccc2Cl)[C@H]2C(=O)N(Cc3ccccc3)C(=O)[C@H]2C1	nt	-0.5	1.6	nt	8	nt	-7	nt	nt
16	CCOc1ccc2[nH]c(=O)c(CN(Cc3cccs3)C(CC)c3nnnn3C(C)(C)CC)cc2c1 (stereo unspecified)	1	3.1	nt	24	3	0.6	-2	11	0.9

Additional results follow.
entry	mol	3CLpro inhibitor	BoNT A protease	TcdB GH inh	Yp Topo-I inh	PrPC surface inh	PfHsp40 rescue	Anthrax LF prot	SSB-PriA inh	BH1578 lux ind
17	Cc1nc(N2CCN(c3ccccn3)CC2)c2c(C)c(C(=O)Nc3ccc(F)cc3Cl)sc2n1	-1	0.9	1.6	26	-8	7.7	-1	-7	-0.2
18	CC[C@H]1OC(=O)[C@H](C)[C@@H](O[C@H]2C[C@@](C)(OC)[C@@H](O)[C@H](C)O2)[C@H](C)[C@@H](O[C@@H]2O[C@H](C)C[C@H](N(C)C)[C@H]2O)[C@](C)(O)C[C@@H](C)[C@@H]2N[C@@H](COCCOC)O[C@H]([C@H]2C)[C@]1(C)O	-12	-0.2	0.0	-7	9	0.1	-5	4	i
19	CCOC(=O)NC(=S)Nc1ccc(OC)cc1	1	-0.7	0.2	0	5	1.5	-1	-20	i
20	CCOC(=O)C1CCCN(Cc2cc(=O)oc3cc(C)c(C(C)C)cc23)C1 (stereo unspecified)	0	-0.2	1.5	17	-2	1.0	-5	-8	-0.3
21	CN=c1scc(-c2ccccc2F)n1/N=C(\C)c1cccnc1	-3	-0.4	-0.3	4	18	0.0	-2	nt	i
22	CCN1CCN(CCCNC(=O)C2CCN(c3nnc(-n4cccc4)s3)CC2)CC1	-3	-3.3	1.3	8	1	-1.8	-4	1	0.4
23	[O-]C(=C(C(=S)Nc1cccc2ccccc12)[n+]1ccccc1)c1ccc2c(c1)OCCO2	nt	6.0	nt	-10	nt	35*	-4	nt	nt
24	O=C1/C(=C/c2ccccc2)N=C(N2CCOCC2)N1c1cccc(Cl)c1	-2	1.2	0.4	14	14	-1.1	1	-15	-0.2

The list goes on:
entry	mol	3CLpro inhibitor	BoNT A protease	TcdB GH inh	Yp Topo-I inh	PrPC surface inh	PfHsp40 rescue	Anthrax LF prot	SSB-PriA inh	BH1578 lux ind
25	O=C(NCC(c1ccco1)N1CCCC1)c1cc2ccccc2s1 (stereo unspecified)	nt	-3.5	1.4	4	-4	1.1	6	12	-0.6
26	CC1(C)CC(=O)CC2(C1)NCC(c1ccccc1)c1c2[nH]c2ccccc12 (stereo unspecified)	1	-1.1	-1.4	7	4	3.0	2	12	-0.9
27	O=C(Cc1cccs1)N[C@@H]1c2ccccc2CC[C@@H]1OCc1ccccc1	nt	0.2	-0.4	5	-5	0.4	-3	-7	-0.1
28	Cc1ccccc1NC(=O)CN1C(=O)NC2(CCCCCCC2)C1=O	nt	-4.7	1.1	-4	-4	-1.0	1	-7	-12
29	O=C(CNC(=O)c1ccccc1)Oc1ccc([N+](=O)[O-])cc1	1	-1.1	-2.1	0	2	-1.0	-3	-10	-0.3
30	O=C(CCc1nc(-c2ccccc2)no1)Nc1cc(C(F)(F)F)ccc1Cl	0	1.7	nt	7	8	0.2	2	-19	-0.6
31	C[C@@H]1CN([C@H](C)CO)C(=O)c2cc(Br)cnc2O[C@@H]1CN(C)C(=O)C1CCOCC1	nt	-0.8	-0.8&1.3&0.9	-3	2	nt	-6	nt	1.9
32	CCOC(=O)C1CCCN(C(=O)c2cc(-c3ccc(C)cc3)on2)C1 (stereo unspecified)	6	-1.1	nt	8	2	-0.2	-4	-5	-6.2

Limited to BoNT A protease and Yp Topo-I inh (3 entries from above):
nr	canonical_smiles	BoNT A protease	Yp Topo-I inh
9	CC(NC(=O)OCc1ccccc1)C(=O)NCC(=O)NC(Cc1ccc(OC(C)(C)C)cc1)C(=O)OC(C)(C)C (stereo unspecified)	-0.8	9
14	CCOC(=O)c1ccc(NC(=O)CCNS(=O)(=O)c2cccs2)cc1	-4.4	0
23	[O-]C(=C(C(=S)Nc1cccc2ccccc12)[n+]1ccccc1)c1ccc2c(c1)OCCO2	6.0	-10

Next structures follow.
entry	mol	3CLpro inhibitor	BoNT A protease	TcdB GH inh	Yp Topo-I inh	PrPC surface inh	PfHsp40 rescue	Anthrax LF prot	SSB-PriA inh	BH1578 lux ind
33	Cc1cc(N/N=C/c2ccccc2)nc(N)n1	-1	-0.3	-0.6	1	1	-1.1	-7	i	-0.4
34	CN1CCN(CCC(=O)Nc2ccc(C3CCCC3)cc2)CC1	0	-0.5	0.8	2	5	-0.4	-4	-7	-0.4
35	O=[N+]([O-])c1ccc(OCCO)nc1	5	-3.3	0.2	9	-4	-1.0	-7	-14	0.2
36	Cc1nc2ccccc2c2oc(C(=O)NCC3CCCO3)cc12 (stereo unspecified)	7	0.2	nt	-4	3	0.0	-1	6	-0.2
37	Cc1ccc2[nH]c(=O)c(CN(Cc3cccnc3)C(=O)c3ccncc3)cc2c1	-1	0.4	nt	4	8	0.4	0	-9	-0.7
38	CN(C(=O)Cc1c[nH]c2ccccc12)C(C(=O)Nc1ccc2c(c1)OCO2)c1ccccc1 (stereo unspecified)	0	0.5	nt	8	-3	-0.2	-4	21	-0.3
39	CCOC(=O)c1c(NC(=O)CN2C(=O)NC(C)(c3ccc(OC(F)F)cc3)C2=O)sc(C)c1C (stereo unspecified)	5	-0.3	0.3	42	2	-0.4	-1	-12	-0.2
40	COC(=O)Nc1nn(-c2ccc(OC)cc2)c(=O)c(C#N)c1C	-2	0.0	2.1	0	-67	0.2	-5	-3	-0.5

The list goes on:
entry	mol	3CLpro inhibitor	BoNT A protease	TcdB GH inh	Yp Topo-I inh	PrPC surface inh	PfHsp40 rescue	Anthrax LF prot	SSB-PriA inh	BH1578 lux ind
41	Cc1ccc(-c2cn3cc([N+](=O)[O-])ccc3n2)cc1	4	-0.4	nt	6	-38	-1.1	0	-4	i
42	Cc1ncc(CO)c(/C=N/Nc2ccc(C(F)(F)F)cn2)c1O	-4	-0.3	-0.5	0	22	-0.1	1	nt	0.6
43	CCN(CC(=O)Nc1ccc(NC(C)=O)cc1)C(=O)c1ccc(Sc2nncn2C)c([N+](=O)[O-])c1	nt	0.5	0.4	0	-22	nt	-2	nt	-2.9
44	O=c1c2sccc2nc(SCc2cc(=O)n3cc(Cl)ccc3n2)n1-c1ccc(F)cc1	-1	0.0	0.6	24	-5	0.1	2	-6	-0.3
45	C[C@]12CCC(=O)C=C1CC[C@@H]1[C@@H]2[C@@H](O)C[C@]2(C=O)[C@@H](C(=O)CO)CC[C@@H]12	nt	-0.2	0.9	6	3	0.7	-2	-7	-0.3
46	Cc1ccc(C(=O)NC2CCS(=O)(=O)C2)cc1S(=O)(=O)N1CCCC1 (stereo unspecified)	3	-0.6	-0.8	7	-5	-0.7	5	-1	i
47	Nc1nonc1-n1nnc(C(=O)N/N=C/c2ccc(OCc3ccccc3)cc2)c1COc1ccc(F)cc1	4	-1.6	-0.7	-2	-1	-0.9	0	i	-0.4
48	O=c1c(Cc2c(F)cccc2Cl)c(O)ccn1C1CCCCCC1	-4	0.5	0.5	5	1	-1.3	3	-9	-0.3

Remaining list, next part:
entry	mol	3CLpro inhibitor	BoNT A protease	TcdB GH inh	Yp Topo-I inh	PrPC surface inh	PfHsp40 rescue	Anthrax LF prot	SSB-PriA inh	BH1578 lux ind
49	O=S(=O)(c1cccs1)N1CCC(CO)(Cc2cccc(F)c2)CC1	6	-0.2	9.2	-5	9	-0.3	-4	-9	-0.3
50	CC(=O)Oc1ccc(C2=Cc3ccc(OC(C)=O)cc3OC2C)cc1 (stereo unspecified)	nt	-1.2	1.6	23	-2	0.0	-9	-16	-2.0
51	CCN(CC)C(=O)[C@H]1C[C@H](CC(=O)NCc2ccco2)C(=O)N2CCc3c([nH]c4cc(-c5ccco5)ccc34)[C@]12C	nt	0.1	-5.4	19	-4	1.0	-6	-8	-1.0
52	CCn1c(N)c(C(=O)N2CCOCC2)sc1=S	-3	-1.2	nt	-9	1	-0.3	-6	-8	3.4
53	Cc1ccc(S(=O)(=O)Nc2ccccc2C(O)c2ccccc2)cc1 (stereo unspecified)	3	-3.8	3.4	9	12	2.7	1	3	i
54	Cn1c2nc3ccccc3c-2nc2ccccc21	nt	0.2	0.7	-10	-38	nt	2	nt	i
55	Cc1ccc2[nH]c(C)c(CCN(Cc3cccnc3)C(=S)NC(C)(C)C)c2c1	-6	-1.0	1.1	19	-7	-0.4	-13	9	-0.6
56	O=C(Nc1ccccc1)c1sccc1Oc1ccc([N+](=O)[O-])cc1F	5	-1.0	2.7	-7	-6	3.3	-2	44*	-0.3
